High-throughput results: PubChem BioAssay, several laboratories
sEH activator – soluble epoxide hydrolase activators, primary screen, biochemical, human sEH. activation, % at 2 µM. actives 0.04% (n = 91,000). purified human sEH enzymatic activity, activator screen. Bifunctional epoxide hydrolase 2 (Homo sapiens), P34913; in the data active = activation above about 37%; also: values of inactives mirror those of a sister screen read the other way
Target sequence (P34913 whole entry, looked up): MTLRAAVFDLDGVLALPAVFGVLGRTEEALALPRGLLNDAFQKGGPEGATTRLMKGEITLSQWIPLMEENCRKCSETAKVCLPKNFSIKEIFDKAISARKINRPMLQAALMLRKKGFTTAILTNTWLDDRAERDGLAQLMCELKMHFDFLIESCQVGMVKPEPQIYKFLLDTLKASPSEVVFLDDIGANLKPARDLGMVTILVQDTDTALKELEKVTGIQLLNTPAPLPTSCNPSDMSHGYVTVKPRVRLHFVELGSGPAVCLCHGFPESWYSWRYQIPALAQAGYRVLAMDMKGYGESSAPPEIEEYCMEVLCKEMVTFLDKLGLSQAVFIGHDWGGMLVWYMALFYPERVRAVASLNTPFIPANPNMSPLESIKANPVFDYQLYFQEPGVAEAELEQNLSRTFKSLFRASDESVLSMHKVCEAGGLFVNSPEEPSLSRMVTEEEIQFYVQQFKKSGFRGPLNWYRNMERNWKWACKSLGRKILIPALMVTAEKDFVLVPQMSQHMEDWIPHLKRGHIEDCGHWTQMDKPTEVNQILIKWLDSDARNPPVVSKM
H69AR inhibit – proliferation blockers of H69AR lung cancer cells, primary screen, cell-based, human, 86K library; H69AR lung tumor viability, ATP luminescence, 72 h; hits give low values; actives 6% (n = 85,000); viability, % at 10 µM;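 active = viability at or below 40%; inactive = viability above 40%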;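 also: multidrug resistant small cell line overexpressing MRP-1 efflux transporter; 100% = mean luminescence of untreated control wells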
HUVEC prolif 384 – inhibitors of HUVEC proliferation, primary screen, cell-based, 384-well | actives 1.1% (n = 86,000) | viability, % at 10 µM (by protocol) | CellTiter-Glo luminescence, 72 h; hits give low values;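 active = viability at or below 30%; inactive = viability above 30%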;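 also: 100% = median luminescence of DMSO-only cell control wells on each plate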
Fibroblast inh – antiproliferative effect on LL 47 fibroblasts – human, LL 47 cells, CellTiter-Glo luminescence, primary screen; LL 47 human lung fibroblast viability, ATP luminescence; hits give low values; viability, % at 10 µM; actives 1.1% (n = 85,000); AID 719, 2007;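 active = viability at or below 50% in the single dose screen; inactive = viability above 50%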;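 also: compound exposure lasted 72 h before the ATP readout; 100% = median luminescence of untreated cell-only wells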
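Test system: LL 47 human lung fibroblasts; Quantity: 1,150 cells/well; Buffer or medium: IMEM plus 15% FBS; Dosing: tenfold compound dosing solution, DMSO at 0.1%; Timing: overnight cell rest, 72 h compound treatment at 37 °C; Detection: ATP-based CellTiter-Glo luminescent readout; Read-out basis: viability percentage against median untreated-cell control; Controls: cell-only wells, no compound.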
S1P2 antag – human S1P2 receptor antagonists, primary screen, cell-based. actives 0.21% (n = 97,000). AID 736, 2007. cell-based S1P2 antagonist assay, inhibition at 5 uM. inhibition, % at 5 µM; in the data active = inhibition above about 45%;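 also: CRE beta-lactamase reporter cells expressing human S1P2 stimulated with S1P; 0% = agonist at EC80 alone and 100% = agonist plus reference antagonist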
Target sequence (O95136 whole entry, looked up): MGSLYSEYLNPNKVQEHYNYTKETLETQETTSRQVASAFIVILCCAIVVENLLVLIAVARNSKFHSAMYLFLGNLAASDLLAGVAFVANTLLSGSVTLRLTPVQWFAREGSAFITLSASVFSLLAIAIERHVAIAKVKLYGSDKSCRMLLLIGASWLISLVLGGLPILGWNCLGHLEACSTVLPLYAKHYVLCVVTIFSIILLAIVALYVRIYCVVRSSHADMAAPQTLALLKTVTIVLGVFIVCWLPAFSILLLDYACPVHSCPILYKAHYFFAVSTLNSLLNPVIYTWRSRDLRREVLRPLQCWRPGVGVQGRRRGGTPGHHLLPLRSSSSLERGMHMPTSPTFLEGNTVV
LYP act – LYP phosphatase activators, primary screen, biochemical, DiFMUP fluorescence, 2 µM | Tyrosine-protein phosphatase non-receptor type 22 (Homo sapiens), Q9Y2R2 | recombinant LYP; 0 = plate median, 100 = signal doubled | activation, % at 2 µM | actives 0.11% (n = 96,000);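 active = activation at 2 µM above a set limit, the mean plus 5 SD, cut at about 37% in these data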
sEH inhibitor – soluble epoxide hydrolase inhibitors, primary screen, biochemical, human sEH; Bifunctional epoxide hydrolase 2 (Homo sapiens), P34913; inhibition, % at 2 µM; actives 0.34% (n = 91,000); recombinant human sEH enzymatic activity assay; in the data active = inhibition above about 80%; also: values of inactives mirror those of a sister screen read the other way; many of its hits are not listed in these tables
PostGolgi ctrl – growth inhibition of yeast control strain, primary screen, counter-screen for post-Golgi transport modulator project; efflux-deficient yeast background strain, growth absorbance A615, 16 h; inhibition, % at 10 µM; AID 738, 2007; actives 5% (n = 98,000); in the data active = inhibition above about 30%
S1P2 ag – S1P2 receptor agonists, primary screen, cell-based | Sphingosine 1-phosphate receptor 2 (Homo sapiens), O95136 | S1P2-expressing cell line, agonist reporter read-out | activation, % at 4.5 µM | actives 0.46% (n = 97,000); in the data active = activation above about 16%;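 also: 0% = vehicle low control and 100% = maximal reference agonist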
* marks the source's active call; other numbers are inactive results; · = no result given. Only part of the results is shown. The share of hits here may be higher or lower than overall.

SMILES | sEH activator | H69AR inhibit | HUVEC prolif 384 | Fibroblast inh | S1P2 antag | LYP act | sEH inhibitor | PostGolgi ctrl | S1P2 ag
COc1cc(C2NC(C(=O)O)Cc3c2[nH]c2ccccc32)cc(OC)c1OC (configuration not stated) | -1 | 85 | 86 | 95 | -2 | -6 | 3 | 9 | -1
O=C(NC1CCCC1)C(c1ccncc1)N(Cc1cccs1)C(=O)c1csnn1 (configuration not stated) | -6 | 81 | 98 | 84 | 0 | -2 | 9 | 11 | 0
N#CCCCSc1ncccc1-c1nc2ccccc2[nH]1 | -4 | 96 | 95 | 101 | 10 | -4 | 5 | 11 | -17
COc1ccc(NC(=O)CN(C2CCCCC2)S(C)(=O)=O)cc1Cl | 19 | 52 | 104 | 97 | -19 | 3 | -16 | 5 | -3
O=C(c1noc2c1CCCC2)N1CCN(c2ccccc2)CC1 | · | 106 | 108 | 103 | · | · | · | -4 | ·
CC(C)Cc1ccc(S(=O)(=O)N2CCOCC2)cc1 | 8 | 101 | 89 | 91 | -10 | 5 | -8 | 25 | -2
O=C(OCn1ncc(Cl)c(Cl)c1=O)c1cccc(C(F)(F)F)c1 | 2 | · | · | · | 30 | 4 | -3 | 42* | 1
OC(CSc1c(Cl)cccc1Cl)CN1CCN(c2ccccc2F)CC1 (configuration not stated) | -7 | · | · | · | 14 | 1 | 5 | 26 | -4
O=C(COc1ccccc1)N1CCN(c2ncnc3c2cnn3-c2ccccc2)CC1 | 0 | 40* | 115 | 96 | -2 | 2 | -1 | 7 | -7
COCCn1c(SCCN2CCOCC2)nc2c1c(=O)[nH]c(=O)n2C | 0 | 92 | 99 | 97 | -6 | 8 | 3 | 5 | -6
c1ccc2c(Cn3ccnc3)c[nH]c2c1 | 13 | 93 | 102 | 98 | 9 | 2 | -10 | 0 | -9
C[C@H](C(=O)O)c1n[nH]c(=O)c2ccccc12 | 6 | 98 | 111 | 109 | 9 | 5 | -8 | 8 | -1
NC(=O)c1cc2n(n1)C(C(F)(F)F)CC(c1ccco1)N2 (configuration not stated) | 1 | 89 | 94 | 105 | 19 | 3 | -6 | 11 | -5
Cc1cc(C)n(-c2nnc(C)n2N)n1 | · | 103 | 87 | 97 | -3 | 0 | · | -3 | -4
Cn1c(=O)n(CCc2ccccc2)c(=O)c2c1ncn2Cc1ccccc1 | -14 | 40 | 81 | 98 | 1 | 2 | 14 | 38* | -4
Cc1nc(=S)n(-c2ccccc2)[nH]1 | -4 | 97 | 90 | 94 | 13 | 3 | 5 | -1 | -8
C=CCNC(=O)c1ccccc1NC(=O)c1cccc2ccccc12 | 5 | 45 | 84 | 118 | -3 | 1 | -4 | 17 | 1
COc1cccc(C2CC(c3ccc(Cl)cc3Cl)n3nc(N)nc3N2)c1 (configuration not stated) | · | 106 | 98 | 100 | -7 | · | · | 3 | 0
Cn1nccc1C(=O)c1ccc(Cl)cc1 | 8 | 100 | 90 | 103 | 15 | -4 | -8 | 20 | -2
CCOc1ccc(NC(=O)CN2CCN(CC(=O)Nc3cccc(F)c3)CC2)cc1 | · | 86 | 92 | 99 | · | · | · | 1 | ·
CCC(C)n1c(-c2ccco2)nc2nc3ccccc3nc21 (configuration not stated) | 8 | 51 | 108 | 96 | -18 | -13 | -9 | 16 | 2
O=[N+]([O-])c1ccccc1/C=C/C=N/n1c(-c2ccc(Cl)cc2)n[nH]c1=S | 6 | · | · | · | 6 | -10 | -5 | 3 | -6
COc1ccc(OCc2nnc3n2N=C(c2ccc(C)cc2)CS3)cc1 | · | 95 | 88 | 91 | -8 | · | · | 14 | -3
CCOC(=O)c1cc2occc2n1Cc1ccc(F)cc1 | -2 | 98 | 95 | 90 | -22 | 7 | 4 | 28 | -2
CCCSC1=N/C(=C\c2ccc3c(c2)OCO3)C(=O)S1 | 12 | 92 | 94 | 100 | -13 | 11 | -14 | 14 | -3
Cc1nc(-c2ccccc2O)n(S(=O)(=O)N(C)C)n1 | -11 | 70 | 110 | · | -20 | 4 | 12 | 5 | -1
CCC(C)[C@H](NC(=O)NC1CC1)C(=O)O (some centres not stated) | 2 | · | 95 | 91 | 25 | -2 | -1 | 1 | -2
COC(=O)c1sc(N)c(C(=O)OC)c1COC(=O)C1CC(=O)N(Cc2ccco2)C1 (configuration not stated) | 8 | 63 | 74 | 90 | 1 | 3 | -8 | 4 | -2
COc1ccc(NC(=O)CSc2nccc(C)n2)cc1 | 3 | 82 | 95 | 97 | 7 | 4 | -2 | 19 | -7
COc1ccc(C(C(C(=O)c2ccco2)N2CCOCC2)N2CCOCC2)cc1 (configuration not stated) | -3 | 61 | 104 | 100 | -2 | -1 | 3 | 3 | -3
CC(=O)c1cccc(NC(=O)CN(Cc2ccccc2)S(C)(=O)=O)c1 | 2 | 70 | 96 | 108 | 4 | 2 | -8 | 7 | -6
CC(=O)N1CCN(c2nc(-c3ccco3)c3c(c2C#N)CC(C)(C)SC3)CC1 | -20 | · | · | · | 17 | -3 | 20 | 26 | -5
COc1cccc(C2C(C(=O)c3cc4ccccc4o3)=C(O)C(=O)N2c2cc(C)on2)c1OC (configuration not stated) | -6 | 95 | 100 | 100 | -1 | 0 | 4 | 10 | -5
COc1cc(C=O)cc(OC)c1OS(=O)(=O)c1ccc(NC(C)=O)cc1 | -16 | · | · | · | 5 | -2 | 15 | 3 | -4
CC(C)CC(NS(=O)(=O)c1ccc2c(c1)oc(=O)n2C)C(=O)NCc1cccnc1 (configuration not stated) | · | 94 | 104 | 101 | 5 | -4 | · | 3 | 1
Cc1ccc(-c2cc(-c3ccccc3)[nH]c(=S)c2C#N)cc1 | -1 | · | · | · | 3 | -7 | 3 | -1 | -8
CSc1nnc(-c2cc3c(-c4ccccc4)nn(C)c3s2)n1C | 0 | · | · | · | 7 | 6 | 2 | -1 | 5
O=C(Nc1ccc2c(c1)OCO2)c1ccc(Br)s1 | -47 | 77 | 68 | 93 | -16 | 3 | 48 | -3 | -3
COc1ccc(C2(NC(C)=O)CCN(C(=O)CCC(=O)O)CC2)cc1 | 0 | 93 | 93 | 102 | 5 | 2 | 2 | 9 | 2
COc1ccc(N(C(C)=O)S(=O)(=O)c2cc(OC)ccc2OC)cc1 | 10 | 83 | 90 | 97 | -5 | -6 | -7 | 5 | -5

Individual results from the results shown:
In sEH inhibitor, O=[N+]([O-])c1ccccc1/C=C/C=N/n1c(-c2ccc(Cl)cc2)n[nH]c1=S is listed with -5
In LYP act, COc1ccc(NC(=O)CSc2nccc(C)n2)cc1 is listed with 4

Just sEH activator and HUVEC prolif 384 (five entries from above):
structure | sEH activator | HUVEC prolif 384
O=C(NC1CCCC1)C(c1ccncc1)N(Cc1cccs1)C(=O)c1csnn1 (configuration not stated) | -6 | 98
COc1cc(C=O)cc(OC)c1OS(=O)(=O)c1ccc(NC(C)=O)cc1 | -16 | ·
COc1ccc(NC(=O)CN(C2CCCCC2)S(C)(=O)=O)cc1Cl | 19 | 104
Cn1c(=O)n(CCc2ccccc2)c(=O)c2c1ncn2Cc1ccccc1 | -14 | 81
c1ccc2c(Cn3ccnc3)c[nH]c2c1 | 13 | 102

More compounds
SMILES | sEH activator | H69AR inhibit | HUVEC prolif 384 | Fibroblast inh | S1P2 antag | LYP act | sEH inhibitor | PostGolgi ctrl | S1P2 ag
COC(=O)c1ccccc1NC(NC(=O)c1ccco1)C(=O)c1ccccc1 (configuration not stated) | · | 100 | 103 | 97 | · | · | · | 4 | ·
Cc1ccc(NC2=C(N3CCOCC3)C(=O)c3ccccc3C2=O)cc1 | 4 | · | · | · | 20 | 0 | -5 | 3 | -3
Cc1nn(Cc2cccc(C(=O)NC34CC5CC(CC(C5)C3)C4)c2)c(C)c1Br | -11 | 98 | 29* | 91 | -15 | -4 | 15 | · | -3
Cc1nc(N2CCN(S(=O)(=O)c3ccccc3)CC2)c2c3c(sc2n1)CC(C)CC3 (configuration not stated) | 11 | · | · | · | 20 | -9 | -8 | 30 | -5
Cn1c(=O)c2c(nc(Sc3ncccn3)n2Cc2ccc(Cl)cc2)n(C)c1=O | 1 | 79 | 98 | 102 | -6 | -4 | -2 | 6 | -3
CCOc1ccc2c(=O)c(Oc3ccccc3OCC)coc2c1 | -5 | 85 | 91 | 100 | -14 | -1 | 1 | -3 | -4
COc1ccccc1NC(=O)CCN1C(=O)C2CC=C(Cl)CC2C1=O (configuration not stated) | -6 | 96 | 104 | 99 | -8 | 9 | 8 | 3 | -4
O=S(=O)(Nc1ccc(F)cc1)N1CCCCCC1 | 8 | 91 | 95 | 95 | -18 | -10 | -10 | 4 | -7
COc1cc2cc(C)nc(Cc3cccc4ccccc34)c2cc1OC | · | 49 | 58 | 79 | -38 | 4 | · | 16 | 6
CCN(CC)CCN1C(=O)C(=O)/C(=C(/O)c2ccc(OC)cc2)C1c1ccco1 (configuration not stated) | 2 | · | · | · | 0 | -9 | -1 | -3 | -5
O=C1C2CC=CCC2C(=O)N1CNc1ccccc1 (configuration not stated) | 14 | 104 | 89 | 99 | -16 | 3 | -12 | · | -4
O=C(O)CC1=C(O)C(=O)N(c2ccccc2)C1c1ccccc1 (configuration not stated) | · | 107 | 108 | 103 | · | · | · | -3 | ·

Of the compounds above, 3 have a cyano group:
SMILES | sEH activator | H69AR inhibit | HUVEC prolif 384 | Fibroblast inh | S1P2 antag | LYP act | sEH inhibitor | PostGolgi ctrl | S1P2 ag
N#CCCCSc1ncccc1-c1nc2ccccc2[nH]1 | -4 | 96 | 95 | 101 | 10 | -4 | 5 | 11 | -17
CC(=O)N1CCN(c2nc(-c3ccco3)c3c(c2C#N)CC(C)(C)SC3)CC1 | -20 | · | · | · | 17 | -3 | 20 | 26 | -5
Cc1ccc(-c2cc(-c3ccccc3)[nH]c(=S)c2C#N)cc1 | -1 | · | · | · | 3 | -7 | 3 | -1 | -8
